Compound activity (PubChem)
p53ts 39C kill = cytotoxicity in p53ts cells at nonpermissive temperature | AID 902 | Potency, µM (highest dose often 46.1 µM), for inactives: at the highest dose activity change, negative = cell killing, usual class: cytotoxic | H1299-p53A138V viability at 39C, ATP luminescence, 24 h | 1.5% of 130,000 active; note: nearly all actives have a fitted effect of over 55% in size
p53ts 32C kill = kills p53ts cells at the permissive temperature | 0.93% of 130,000 active | Potency, µM (highest dose often 46.1 µM), for the others: at the highest dose activity change, negative = cytotoxicity, actives largely listed as cytotoxic | H1299-p53A138V at 32C, ATP luminescence viability, 24 h;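 note: 0% = DMSO and -100% = full killing by reference compound; nearly all actives have a fitted effect of over 55% in size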
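Viability by ATPlite luminescence after 24 h compound treatment (up to 46 uM) at the permissive 32C. Cells are H1299 carrying p53 A138V. Scale runs from DMSO basal to 100 uM tamoxifen as full kill; AC50 from Hill fits.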
Peg3 imprint = genomic imprint erasure induction | mouse ES Peg3-LacZ reporter, beta-gal luminescence, 40 h | Potency, µM (highest dose often 60.7 µM), for inactives: top-dose activity change, positive = activation, usual class: activators | 0.02% of 110,000 active;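 note: 0% = negative control wells on the plate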
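Imprint erasure is scored as LacZ activity from the silenced maternal Peg3 allele in feeder-free female ES cells cultured 40 h with LIF. Luminescence is normalized to in-plate negative controls and fitted to the Hill equation.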
IkB sig inh = inhibitors of IkB signaling in ABC-DLBCL cells; Potency, µM (titrated, usually from 57.1 µM), for inactives: at the highest dose IkBa stabilization activation; 0.04% of 110,000 active; ABC-DLBCL IkBa-CBG/CBR dual luciferase ratio, 4 h; response scale: scaled: untreated 0%, proteasome inhibitor 100%; AID 445; active = well fitted curve in the direction sought with a large enough effect in the signal ratio, not every such curve was filed as active; inconclusive = small, poorly fitted or top-dose-only effect, or a change in a side signal; the % refers to the signal ratio;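 note: the direction sought is a rising ratio; 0% = basal untreated cells and 100% = reference inhibitor full response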
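In this assay, an IκBα–CBG68 fusion accumulates when IKK-driven degradation is blocked; native CBR normalizes for cell number. OCI-Ly3 cells were treated 4 h with compound and doxycycline, then green and red light read after Chroma-Glo addition.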
Numbers without * were called inactive; & = joins results of further samples; [ ] = dose if it differs, or a comment. Unless noted, calls come from the whole dose curve; as a rule, active = well fitted curve in the direction sought with a large enough effect; inconclusive = small, poorly fitted or top-dose-only effect, or another doubt; inactive = no such curve, though single readings can be large; an effect the other way counts as inactive or inconclusive. Unless noted, % is set by controls: 0 for no effect and ±100 for the full control effect; potency is the fitted concentration of half-maximal effect. An unsorted share of the library, and some 1.8% of all compounds hit somewhere here.

COc1ccc(Nc2nnc(-c3ccc(C)c(S(=O)(=O)NCc4nc5ccccc5[nH]4)c3)c3ccccc23)cc1 was read as p53ts 39C kill 40.6%[activator], p53ts 32C kill 46.3%[activator], Peg3 imprint -19.0%[10.9 µM] and IkB sig inh inconclusive.
Screening CC(C)C(CO)NC(=O)CC(=O)NC(CO)C(C)C (centres undefined) returned p53ts 39C kill 16.8%, p53ts 32C kill 8.0%, Peg3 imprint 7.2% and IkB sig inh 1.0%.
For CC(C)Oc1ccc(C(=O)N(Cc2ccco2)C2CCS(=O)(=O)C2)cc1 (centres undefined) the results were p53ts 39C kill 15.3%, p53ts 32C kill 6.5%, Peg3 imprint -6.9% and IkB sig inh -0.6%.
`Nc1c(C(=O)Nc2cccc(Cl)c2)sc2nc3c(cc12)CN(Cc1ccccc1)CC3` gave p53ts 39C kill inconclusive, p53ts 32C kill inconclusive, Peg3 imprint -7.2%[10.9 µM] and IkB sig inh -1.4%.
For COCCNC(=O)c1ccc(Cl)c(Cl)c1 the results were p53ts 39C kill 5.8%, p53ts 32C kill 3.8%, Peg3 imprint -3.9% and IkB sig inh -1.8%.
Screening COc1ccc(-c2coc3cc(OC)cc(OC)c3c2=O)cc1 returned p53ts 39C kill 8.0%, p53ts 32C kill -5.3% and Peg3 imprint 3.7%.
For COc1ccc(Cn2c(CCC(=O)Nc3cc(OC)c(OC)c(OC)c3)nc3cccnc32)cc1 the results were p53ts 39C kill 10.7%, p53ts 32C kill -5.8%, Peg3 imprint inconclusive and IkB sig inh 1.9%.
For COc1cccc(N2CCN(Cc3cccnc3)CC2)c1 the results were p53ts 39C kill 5.6%, p53ts 32C kill 4.7%, Peg3 imprint -6.3% and IkB sig inh 1.6%.
For Cc1ccc(/C=N/N2CCN(C3c4ccccc4-c4ccccc43)CC2)s1 the results were p53ts 39C kill 4.6% and p53ts 32C kill 1.8%.
Screening CCOC(=O)C(C)Sc1ccc2nnc(CCNS(=O)(=O)c3ccccc3)n2n1 (centres undefined) returned p53ts 39C kill 0.5%, p53ts 32C kill 0.8%, Peg3 imprint -15.4%[10.9 µM] and IkB sig inh 0.5%.

In the list so far, two contain a halogen.
`Nc1c(C(=O)Nc2cccc(Cl)c2)sc2nc3c(cc12)CN(Cc1ccccc1)CC3` gave p53ts 39C kill inconclusive, p53ts 32C kill inconclusive, Peg3 imprint -7.2%[10.9 µM] and IkB sig inh -1.4%.
For COCCNC(=O)c1ccc(Cl)c(Cl)c1 the results were p53ts 39C kill 5.8%, p53ts 32C kill 3.8%, Peg3 imprint -3.9% and IkB sig inh -1.8%.

Following part
`CCn1c(=O)c2cc(S(=O)(=O)NC3CCCCC3)ccc2n(CC)c1=O` gave p53ts 39C kill 19.9%, p53ts 32C kill 22.5%, Peg3 imprint -3.2% and IkB sig inh 1.8%.
Screening CN1CCc2c(sc3c2C(=O)NC(c2ccc(OC(=O)c4ccc(Cl)cc4)cc2)N3)C1 (centres undefined) returned p53ts 39C kill -6.3%, p53ts 32C kill -1.6%, Peg3 imprint -9.7%[10.9 µM] and IkB sig inh -0.9%.
COc1ccc(-n2c(Cc3ccccc3)nnc2SCc2nc(-c3cccs3)no2)cc1 was read as p53ts 39C kill -10.2%, p53ts 32C kill 10.0%, Peg3 imprint -6.3%[10.9 µM] and IkB sig inh inconclusive.
For CCOC(=O)c1cc2oc(C(c3nnnn3C3CCCCC3)N3CCOCC3)cc2[nH]1 (centres undefined) the results were p53ts 39C kill -23.8%, p53ts 32C kill 15.1%, Peg3 imprint -17.7% and IkB sig inh 0.5%.
Cc1sc2nc(-c3cccs3)nc(N3CCCN(C)CC3)c2c1C was read as p53ts 39C kill -14.8%, p53ts 32C kill 9.5%, Peg3 imprint -6.2% and IkB sig inh inconclusive.
Screening C#CCOc1ccc2c(C)cc(=O)oc2c1 returned p53ts 39C kill 5.2%, p53ts 32C kill 1.4%, Peg3 imprint -12.6% and IkB sig inh 1.4%.
For O=C(NCc1ccco1)C1(S(=O)(=O)c2ccc(Cl)cc2)CC1 the results were p53ts 39C kill -0.6%, p53ts 32C kill 2.6%, Peg3 imprint -5.7% and IkB sig inh -0.4%.
`COc1cc(C(=O)Nc2oc(-c3ccccc3)c(-c3ccccc3)c2C#N)cc(OC)c1OC` gave p53ts 39C kill 15.5%, p53ts 32C kill 8.7%, Peg3 imprint 3.9% and IkB sig inh 1.1%.
CCOC(=O)CCSc1nc(C)c2ccccc2n1 was read as p53ts 39C kill 0.0%, p53ts 32C kill 5.8%, Peg3 imprint -8.3% and IkB sig inh -7.4%.
For Cc1c[nH]c2cccc(OCC(O)CNC(C)(C)C)c12 (centres undefined) the results were p53ts 39C kill 0.7%, p53ts 32C kill 0.6%, Peg3 imprint -9.7% and IkB sig inh 0.3%.
For CCC(C)(C)n1nnnc1C(c1cc2ccc(OC)cc2[nH]c1=O)N1CCc2ccccc2C1 (centres undefined) the results were p53ts 39C kill 38.9%[activator], p53ts 32C kill 32.2%[activator], Peg3 imprint -5.8% and IkB sig inh inconclusive.
Screening CCOc1ccccc1Nc1nc(-c2ccc(C)cc2)c(CC(=O)O)s1 returned p53ts 39C kill -12.4%, p53ts 32C kill 8.0%, Peg3 imprint -6.1%[10.9 µM] and IkB sig inh inconclusive.
`CCCS(=O)(=O)N1CCC(C(=O)NCCc2ccc(C)cc2)CC1` gave p53ts 39C kill 2.0%, p53ts 32C kill -0.5%, Peg3 imprint 0.3% and IkB sig inh 1.8%.
For Nc1nc(-c2cccnc2)nc(N2CCCCC2)n1 the results were p53ts 39C kill -0.3%, p53ts 32C kill 4.5%, Peg3 imprint 18.3% and IkB sig inh -1.0%.
For CCN(c1cccc(C)c1)S(=O)(=O)c1c(C)nc2sc(C)cn2c1=O the results were p53ts 39C kill -6.7%, p53ts 32C kill 3.3%, Peg3 imprint -21.2%[10.9 µM] and IkB sig inh inconclusive.
For CCn1cc(C(=O)NCCCN2CCC(C)CC2)c2cc(OC)c(OC)cc2c1=O the results were p53ts 39C kill 8.9%, p53ts 32C kill -0.7%, Peg3 imprint -8.5% and IkB sig inh 1.0%.
`COc1cccc(CNC(=O)Cn2cc3c(n2)-c2c(oc(C(=O)N4CCOCC4)c2C)CC3)c1` gave p53ts 39C kill 1.8%, p53ts 32C kill 2.6%, Peg3 imprint -13.7%[10.9 µM] and IkB sig inh -0.3%.
For CCOC(=O)CSc1nnc2cc(C)c3ccccc3n12 the results were p53ts 39C kill 6.1% and p53ts 32C kill 0.7%.
Screening CCCCCCC1CCC(C(=O)NC(C(=O)O)C(C)C)CC1 (centres undefined) returned p53ts 39C kill 21.6%, p53ts 32C kill -7.6%, Peg3 imprint -7.5%[10.9 µM] and IkB sig inh inconclusive.
`O=C(CN(CC1CCCO1)C(=O)Cn1nnc(-c2ccc(F)cc2)n1)NC1CCCCC1` (centres undefined) gave p53ts 39C kill -2.4%, p53ts 32C kill -0.9%, Peg3 imprint -7.4% and IkB sig inh 2.1%.
For COc1ccc(-c2nc3scc(CCNS(=O)(=O)c4cc(F)ccc4OC)n3n2)cc1OC the results were p53ts 39C kill -1.0%, p53ts 32C kill -0.1%, Peg3 imprint -4.4%[10.9 µM] and IkB sig inh -4.1%.
Screening O=C(Cn1cc2c(n1)CCCC2)NC1CCN(Cc2ccccc2)CC1 returned p53ts 39C kill 9.2%, p53ts 32C kill 1.5%, Peg3 imprint -19.0% and IkB sig inh -1.3%.
C=C1C2CC[C@@]3(C)C(c4ccoc4)OC(=O)C[C@@]13OC1CC(O)C(C)(C)C(CC(=O)OC)[C@@]12C (some centres undefined) was read as p53ts 39C kill -1.5%&-12.3%, p53ts 32C kill -0.8%&-5.0% and Peg3 imprint -4.1%&-8.2%.
Screening COc1ccc(Br)cc1S(=O)(=O)N1CCN=C1C returned p53ts 39C kill 6.1%, p53ts 32C kill 3.9%, Peg3 imprint -14.1% and IkB sig inh -2.9%.
For CCC(=O)Nc1nnc(SCc2ccc(F)cc2)s1 the results were p53ts 39C kill 0.9% and p53ts 32C kill 5.0%.
For O=C1CC(c2ccc3c(c2)OCO3)C2=C(CCCC2=O)N1 (centres undefined) the results were p53ts 39C kill -7.7%, p53ts 32C kill 9.2%, Peg3 imprint -12.2% and IkB sig inh -1.1%.
Screening Cc1cc(NC(=O)c2cccc(F)c2)ncc1NC(=O)c1ccco1 returned p53ts 39C kill inconclusive, p53ts 32C kill -20.2% and IkB sig inh 11.7%.
CCOc1ccc(-c2cn3nc(CC(C)C)sc3n2)cc1 was read as p53ts 39C kill inconclusive, p53ts 32C kill inconclusive, Peg3 imprint -7.4%[10.9 µM] and IkB sig inh -1.8%.
CCn1c(SCC(=O)Nc2ccc(NC(C)=O)cc2)nnc1C1CC1 was read as p53ts 39C kill -10.5%, p53ts 32C kill -2.7%, Peg3 imprint -1.0% and IkB sig inh -0.6%.
`COc1cc(C(=O)Nc2cccc3ncccc23)cc(OC)c1OC` gave p53ts 39C kill 0.4%, p53ts 32C kill 11.7%, Peg3 imprint -18.3% and IkB sig inh 3.4%.
Screening CCC(=O)Nc1ccc(S(=O)(=O)NCc2cccn2Cc2cccc(C)c2)cc1 returned p53ts 39C kill -9.9%, p53ts 32C kill -1.5%, Peg3 imprint -9.5%[10.9 µM] and IkB sig inh inconclusive.
`O=C(Nc1ccccc1O)c1ccccc1O` gave p53ts 39C kill inconclusive, p53ts 32C kill -22.7%, Peg3 imprint -60.4%[inhibitor] and IkB sig inh inconclusive.
`Cc1ccc(NCc2nnc(SCC(=O)Nc3ccccc3)n2CC2CCCO2)c(C)c1` (centres undefined) gave p53ts 39C kill -0.3%, p53ts 32C kill 5.4%, Peg3 imprint -11.2% and IkB sig inh 2.9%.
Screening CCN(C(=O)Cn1nc(Cc2cccnc2)c2ccccc2c1=O)c1cc(C)ccc1C returned p53ts 39C kill 2.3%, p53ts 32C kill 9.5%, Peg3 imprint -10.5%[10.9 µM] and IkB sig inh inconclusive.
For c1ccc(OCCCc2nc(-c3cccnc3)no2)cc1 the results were p53ts 39C kill 17.8%, p53ts 32C kill -1.4%, Peg3 imprint -18.0% and IkB sig inh -3.8%.
Screening Fc1ccc(Nc2ccnc(-c3ccoc3)n2)cc1 returned p53ts 39C kill -10.2%, p53ts 32C kill -5.4%, Peg3 imprint -7.3% and IkB sig inh 1.3%[11.4 µM].
`CCC(C)c1ccc(NC(=O)C2CCCN(c3ncccn3)C2)cc1` (centres undefined) gave p53ts 39C kill -12.4%, p53ts 32C kill 3.0%, Peg3 imprint -16.9% and IkB sig inh -0.7%.
Screening Cc1[nH]c2ccccc2c1C1(O)C(=O)N(Cc2ccc(Cl)cc2)c2ccccc21 (centres undefined) returned p53ts 39C kill inconclusive, p53ts 32C kill -11.1%, Peg3 imprint -5.4%[10.9 µM] and IkB sig inh inconclusive.
Cc1ccc(S(=O)(=O)NCCSc2nnnn2C)cc1 was read as p53ts 39C kill 1.5%, p53ts 32C kill -0.6%, Peg3 imprint 0.7% and IkB sig inh 0.2%.
For CCOc1ccc(C2C(C(=O)c3ccco3)=C(O)C(=O)N2CCCn2ccnc2)cc1 (centres undefined) the results were p53ts 39C kill 11.4%, p53ts 32C kill 0.0%, Peg3 imprint -13.8% and IkB sig inh -3.6%.
Screening COc1ccc(OC)c(S(=O)(=O)Nc2ccc(C(N)=O)cc2)c1 returned p53ts 39C kill 10.3%, p53ts 32C kill 7.4%, Peg3 imprint 0.4% and IkB sig inh 2.7%.
Screening CC1Cc2c(COc3ccccc3)nc3c(c2CO1)CN(CCOc1ccccc1)CC3 (centres undefined) returned p53ts 39C kill -2.9%[9.22 µM] and p53ts 32C kill -0.4%[9.22 µM].
For Cc1oc(-c2cccc(Cl)c2)nc1CN1CCC(C(=O)NCc2cccnc2)CC1 the results were p53ts 39C kill 10.5%, p53ts 32C kill -1.1%, Peg3 imprint -20.0% and IkB sig inh -0.8%.
For FC(F)(F)c1cc(-c2ccc3c(c2)OCO3)nc(NCc2ccco2)n1 the results were p53ts 39C kill 25.1%, p53ts 32C kill -13.5%, Peg3 imprint 9.5% and IkB sig inh inconclusive.
Screening Cc1ccc(N2C(=O)CSC23C(=O)N(CC(=O)NCc2ccccc2)c2ccccc23)cc1C (centres undefined) returned p53ts 39C kill -5.4%, p53ts 32C kill 3.0%, Peg3 imprint 12.0%[10.9 µM] and IkB sig inh inconclusive.
